MBNL1-CUG inh – qHTS Assay for Inhibitors of MBNL1-poly(CUG) RNA binding; Muscleblind-like protein 1 (Homo sapiens), Q9NR56; TR-FRET MBNL1-His/biotin-(CUG)12 binding, 665/545 ratio; Potency, µM (highest dose often 57.5 µM), for the others: top-dose activity change, negative = inhibition, most hits filed as inhibitors; 280,000 compounds, 0.036% hits; active = well fitted inhibition curve with a large enough effect in the signal ratio, with a control signal flat, not every such curve was filed as active; inconclusive = small, poorly fitted or top-dose-only effect, or effect the other way, or a change in a side signal; inactive = no such curve, though single readings can be large or run the other way; the % refers to the signal ratio; also: % is scaled to controls: 0 for no effect and ±100 for the full control effect
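Ratiometric TR-FRET (665 over 545 nm, excitation 340 nm) tracks disruption of MBNL1-His/biotin-(CUG)12 complex after 60 min at room temperature, with compounds at 92 nM to 58 uM final.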
ELG1 genotoxic – qHTS screen for small molecules that induce genotoxicity in human embryonic kidney (HEK293T) cells expressing luciferase-tagged ELG1; HEK293T ELG1-luciferase reporter, luminescence, 16 h; 330,000 compounds, 1.3% hits; Potency, µM (series often up to 46 µM), inactives show at the top dose activity change, positive = activation, hits mostly activators; also: % of control where 0% means no effect; nearly all actives have a fitted effect of over 60% in size
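HEK293T cells expressing luciferase-tagged ELG1 were exposed to compound or DMSO vehicle for 16 hr at 37 °C and 5% CO2. Luciferase activity was then measured with ONE-Glo after 30 min at room temperature.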
Gal4-VP16 FLuc – VP16 counterscreen qHTS for inhibitors of ROR gamma transcriptional activity; 310,000 compounds, 3.5% hits; Potency, µM (top dose mostly 53.6 µM), for inactives: top-dose activity, negative = inhibition, most hits filed as inhibitors; AID 2546, 2010; Drosophila S2 Gal4-VP16 UAS-luciferase, luminescence, 20 h;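 also: Gal4-VP16 expression switched on by copper sulfate through the metallothionein promoter; % is scaled to controls: 0 for no effect and ±100 for the full control effect; nearly all actives have a fitted effect of over 50% in size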
RORgamma inh – qHTS for inhibitors of ROR gamma transcriptional activity; Nuclear receptor ROR-gamma (Mus musculus), P51450; Drosophila S2 Gal4-RORgamma UAS-luciferase reporter, 20 h; Potency, µM (series often up to 53.6 µM), without a hit: top-dose activity change, negative = inhibition, hits mostly inhibitors; 310,000 compounds, 5.4% hits; also: % is scaled to controls: 0 for no effect and ±100 for the full control effect; nearly all actives have a fitted effect of over 60% in size
Target sequence (P51450 whole entry, looked up, the tested form may be a part): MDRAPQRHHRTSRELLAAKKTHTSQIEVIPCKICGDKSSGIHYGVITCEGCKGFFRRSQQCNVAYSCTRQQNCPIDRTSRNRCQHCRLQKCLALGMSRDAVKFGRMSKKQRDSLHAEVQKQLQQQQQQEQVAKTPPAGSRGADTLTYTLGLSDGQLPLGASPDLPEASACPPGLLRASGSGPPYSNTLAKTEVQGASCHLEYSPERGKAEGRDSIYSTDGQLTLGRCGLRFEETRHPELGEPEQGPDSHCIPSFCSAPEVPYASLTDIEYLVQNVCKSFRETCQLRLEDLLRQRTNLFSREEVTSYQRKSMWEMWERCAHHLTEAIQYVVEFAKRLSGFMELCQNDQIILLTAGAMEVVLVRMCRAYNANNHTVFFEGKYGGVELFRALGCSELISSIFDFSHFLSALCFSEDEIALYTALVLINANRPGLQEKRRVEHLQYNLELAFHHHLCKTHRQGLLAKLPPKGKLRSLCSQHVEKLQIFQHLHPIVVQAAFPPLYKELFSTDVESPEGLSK
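Using a luciferase readout, inhibitors were identified by reduced reporter activity in Drosophila cells coexpressing a copper-inducible Gal4–ROR gamma fusion and UAS-driven Photinus luciferase, incubated 20 hr after 700 uM copper sulfate.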
FLuc modulator – qHTS profiling assay for firefly luciferase inhibitor/activator using purifed enzyme and Km concentrations of substrates (counterscreen for miR-21 project); Luciferin 4-monooxygenase (Photinus pyralis), P08659; purified FLuc, Km substrates, luminescence inhibition; Potency, µM (top dose mostly 57.5 µM), inactives show at the top dose activity change, negative = inhibition, hits mostly inhibitors; 360,000 compounds, 6.9% hits; AID 588342, 2011;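 also: plate controls were vehicle for no effect and reference inhibitor for full effect; nearly all actives have a fitted effect of over 55% in size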
Target sequence (P08659 whole entry, looked up): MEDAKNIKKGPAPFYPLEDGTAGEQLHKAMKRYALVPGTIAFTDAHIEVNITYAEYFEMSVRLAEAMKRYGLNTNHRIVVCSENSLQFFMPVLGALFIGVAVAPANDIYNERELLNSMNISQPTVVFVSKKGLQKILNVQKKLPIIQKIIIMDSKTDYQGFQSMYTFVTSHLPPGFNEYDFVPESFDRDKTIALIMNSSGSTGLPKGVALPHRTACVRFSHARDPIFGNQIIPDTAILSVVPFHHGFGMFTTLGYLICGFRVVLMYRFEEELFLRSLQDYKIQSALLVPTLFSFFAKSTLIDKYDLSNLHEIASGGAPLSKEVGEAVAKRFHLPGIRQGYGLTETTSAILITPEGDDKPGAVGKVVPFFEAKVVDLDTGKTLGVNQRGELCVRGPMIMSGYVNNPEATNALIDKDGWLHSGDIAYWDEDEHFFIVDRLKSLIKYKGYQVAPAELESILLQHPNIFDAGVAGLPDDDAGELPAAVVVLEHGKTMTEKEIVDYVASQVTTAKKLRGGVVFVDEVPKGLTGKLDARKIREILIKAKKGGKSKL
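Biochemical qHTS of compounds, final roughly 60 µM downward over six points, against 10 nM purified firefly luciferase using Km concentrations of substrates (10 uM D-luciferin, 10 uM ATP) in Tris acetate pH 7.5 buffer; luminescence output.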
NPC1 promoter act – qHTS Assay for NPC1 Promoter Activators; Huh7 NPC1 promoter luciferase reporter, 24 h; Potency, µM (titrated, usually from 9.22 µM), inactives show at the top dose activation, hits mostly activators; 320,000 compounds, 2.4% hits; AID 485313, 2010;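 also: % of control where 0% means no effect; nearly all actives have a fitted effect of over 60% in size; reporter is driven by a mutant NPC1 promoter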
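Luciferase expression driven by the NPC1 promoter was measured in stably transfected Huh7 cells after a 24 h compound incubation, using a luciferase reagent and a luminescence read.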
p53 reactivation – qHTS assay for re-activators of p53 using a Luc reporter. H1299 p53-A138V BP100-luciferase reporter, luminescence, 24 h. Potency, µM (doses to about 92.2 µM), for the others: top-dose activity change, positive = activation, most hits filed as activators. 320,000 compounds, 0.063% hits; also: % of control where 0% means no effect; nearly all actives have a fitted effect of over 45% in size
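H1299 (p53-null), stable ts p53-A138V + BP100-Luc; 1000 cells/well, Opti-MEM/10% FBS; cpd 4 pt, 1:5; 24 h, 37 deg C, 5% CO2; detection reagent 10 min RT; luminescence.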
BRCA1 expr up – qHTS Assay to Identify Small Molecule Activators of BRCA1 Expression; AID 624202, 2012; 380,000 compounds, 1.1% hits; Potency, µM (doses to about 46.1 µM), for inactives: at the highest dose activation, usual class: activators; MCF7-BRCA1-FFLuc reporter, luminescence, 48 h; response scale: scaled: vehicle 0%, 10 µM genistein 100%; also: nearly all actives have a fitted effect of over 80% in size; some results filed as inactive show a strong effect at the top dose
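Activators of BRCA1 expression were detected as increased firefly luciferase luminescence in engineered MCF7 cells after 48 h compound incubation. Signals were scaled to genistein 10 microM as full activation.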
Rab9 prom act – qHTS Assay for Rab9 Promoter Activators | Huh7 Rab9 promoter-luciferase reporter, luminescence, 24 h | Potency, µM (top dose mostly 9.22 µM), for inactives: at the highest dose activation, negative = inhibition, hits mostly activators | 320,000 compounds, 2.8% hits | AID 485297, 2010; also: % of control where 0% means no effect; nearly all actives have a fitted effect of over 60% in size
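Quantitative HTS format; Huh7 Rab9-luciferase reporter cells (1500/well) receive compound 2 h post-plating, incubate 24 h at 37 °C, then get luciferase reagent for 10 min before luminescence reading.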
uPA surface inh – qHTS for Inhibitors of Cell Surface uPA Generation. Potency, µM (titrated, usually from 38.3 µM), for the others: at the top dose activity change, negative = inhibition, most hits filed as inhibitors. AID 540303, 2011. 330,000 compounds, 0.31% hits. cell surface uPA generation assay, qHTS; active = well fitted inhibition curve with a large enough effect; inconclusive = small, poorly fitted or top-dose-only effect; inactive = no such curve, though single readings can be large or run the other way; tested in mouse RAW 264.7 cells; also: % is scaled to controls: 0 for no effect and ±100 for the full control effect; nearly all actives have a fitted effect of over 55% in size
An asterisk follows results filed as active; ? = inconclusive; . = no result given; [ ] = dose if it differs, or a comment. Unless noted, calls follow the shape of the dose curve; as a rule, active = well fitted curve in the direction sought with a large enough effect; inconclusive = small, poorly fitted or top-dose-only effect, or another doubt; inactive = no such curve, though single readings can be large; an effect the other way counts as inactive or inconclusive. Potency is read from the fitted curve at half-maximal effect.

SMILES | MBNL1-CUG inh | ELG1 genotoxic | Gal4-VP16 FLuc | RORgamma inh | FLuc modulator | NPC1 promoter act | p53 reactivation | BRCA1 expr up | Rab9 prom act | uPA surface inh
C=C(C)c1cccc(C(C)(C)NC(=O)NCc2ccc(OC)c(OC)c2)c1 | -3% | -8% | -7% | 18% | -2% | 4% | -2% | -33% | -1% | .
O=C(NCCc1ccc(F)cc1)C(=O)Nc1cc2c3c(c1)CC(=O)N3CCC2 | . | -3% | . | . | 6% | -5% | 8% | -17% | 1% | 9%
Cc1cc(NC(=O)C2CC(=O)N(c3cccc(C)c3C)C2)no1 (stereo unspecified) | 2% | 1% | 5% | -12% | 0% | 1% | 0% | -7% | 1% | -1%
Cc1cc(S(=O)(=O)N2CCN(c3ccccc3O)CC2)c(C)s1 | 10% | -5% | 18% | 26% | 1% | -3% | -2% | 7% | -3% | 0%
COc1ccc(N2CCN(C(=O)C3CC(=O)N(c4ccc(C)cc4)C3)CC2)cc1 (stereo unspecified) | 0% | 1% | 0% | 26% | 4% | -8% | -3% | 0% | 0% | -4%
CN(C)S(=O)(=O)c1ccc(S(=O)(=O)NCc2cccs2)cc1 | -6% | -1% | 4% | -15% | 2% | -6% | 2% | 0% | 0% | 3%
Cc1onc(-c2ccccc2Cl)c1C(=O)Nc1ccc(-n2nncc2-c2ccco2)cc1 | 1% | -6% | 5% | ? | 0% | 0% | -6% | -57% | -2% | .
O=C(Nc1nccs1)c1csc2c1CCCC2 | -7% | 8% | 10µM* | ? | 13µM* | 28% | 19% | -2% | 28% | 0%
CCCNC(=O)NS(=O)(=O)c1cnccc1Sc1ccc(Cl)c(Cl)c1 | -4% | -1% | 0% | -27% | -7% | -1% | -4% | -36% | -7% | 0%
CCNC(=O)CN(Cc1ccccc1)S(=O)(=O)c1ccccc1 | 4% | 23µM* | 1% | 9% | 8% | 0% | 13% | 0% | 0% | -2%
CC(C)c1nnc(SCC(=O)N2CCOCC2)n1C | 13% | 2% | 0% | 44% | 2% | -5% | 11% | 5% | -5% | 2%
C=CCn1c(SCC(=O)c2cc(C)n(Cc3cccs3)c2C)nnc1-c1ccncc1 | 4% | -6% | -6% | ? | 19µM* | 2% | 1% | 1% | -1% | 2%
CCOC(=O)C1(Cc2ccccc2)CCN(Cc2cnc(N3CCOCC3)s2)CC1 | -2% | -5% | 2% | -17% | 0% | 1% | 0% | -29% | -5% | -4%
CN1C(=O)/C(=C/c2coc3ccc(O)cc3c2=O)SC1=S | . | 6% | 16% | -22% | -21% | -4% | 4% | -2% | -2% | 20%
CCCCN(C(=O)C1CCN(C(=O)c2ccccc2C)CC1)c1c(N)n(CCC)c(=O)[nH]c1=O | . | -1% | . | . | -1% | 0% | -2% | -5% | -5% | 1%
Cc1ccc(C(=O)c2ccccc2C(=O)OCC(=O)NCCc2ccccc2)cc1 | 0% | -5% | -13% | ? | -1% | 0% | -2% | -34% | 2% | -4%
CC(c1ccco1)N(C(=O)C12CC3CC(CC(C)(C3)C1)C2)c1ccccn1 (stereo unspecified) | 3% | -6% | -14% | -19% | 3% | 22% | 8% | -5% | 2% | -2%
CCN(CC)CCN(Cc1cc2cc(C)ccc2[nH]c1=O)C(=O)Nc1ccccc1OC | 3% | 0% | 4% | 15% | -5% | -4% | ? | 1% | -16% | 1%
COc1cccc(NC(=O)CN(C)C(=O)c2cc(-c3ccccc3)nn2-c2ccccc2)c1 | . | 0% | . | . | . | . | -1% | -17% | . | 12%
COCC(C)n1c(SCc2ccc(OC)c(F)c2)nc2ccccc2c1=O (stereo unspecified) | 5% | 1% | -20% | ? | -7% | -5% | 2% | -27% | -1% | 1%
CCc1c(O)nc(SCC(=O)Nc2ccc(Br)cc2)n(-c2ccc(C)cc2)c1=O | -7% | 3% | ? | -23% | -1% | -2% | -4% | -17% | 1% | -1%
Cc1cc(NC(=O)COC(=O)c2ccccc2Cl)no1 | . | -2% | . | . | . | . | 13% | -8% | . | 12%
CCc1ccc(NC(=O)Nc2ccncc2)cc1 | -8% | 12% | -5% | 9% | 9.5µM* | 11% | -1% | 10µM* | ? | -9%
CCOC(=O)C1C(=O)C=C(c2ccc(C)cc2)CC1c1ccc([N+](=O)[O-])cc1 (stereo unspecified) | -3% | -6% | -7% | 29% | 3% | 0% | -23% | -44% | -1% | 1%
COc1ccc(NC(=O)CN2C(=O)NC3(CCCCCC3)C2=O)cc1Cl | . | 3% | . | . | . | . | -8% | -3% | . | -6%

The last two compounds of the section above open the next one:
SMILES | MBNL1-CUG inh | ELG1 genotoxic | Gal4-VP16 FLuc | RORgamma inh | FLuc modulator | NPC1 promoter act | p53 reactivation | BRCA1 expr up | Rab9 prom act | uPA surface inh
CCOC(=O)C1C(=O)C=C(c2ccc(C)cc2)CC1c1ccc([N+](=O)[O-])cc1 (stereo unspecified) | -3% | -6% | -7% | 29% | 3% | 0% | -23% | -44% | -1% | 1%
COc1ccc(NC(=O)CN2C(=O)NC3(CCCCCC3)C2=O)cc1Cl | . | 3% | . | . | . | . | -8% | -3% | . | -6%
Cc1ccc(NC2CCCN(C(=O)c3ccc(F)cc3)C2)cc1C (stereo unspecified) | 1% | -1% | 4% | 3% | 5% | 1% | -6% | 6% | 3% | -3%
CC1CCN(C(=O)c2[nH]cnc2C(=O)N[C@H](C)c2ccccc2)CC1 | . | 3% | . | . | 0% | -3% | 4% | -5% | -4% | 10%
Cc1nc2c(C)cccn2c(=O)c1NC(=O)c1ccc2c(c1)OCO2 | . | -1% | . | . | 2% | 1% | 11% | 2% | 3% | 3%
CC(C)Oc1ccc2nnnn2n1 | 2% | 0% | -4% | -6% | 0% | -2% | 12% | -12% | -1% | 4%
CCn1ncc(/C=C/C(=O)Nc2c(C)nn(Cc3ccc(Cl)cc3Cl)c2C)c1C | 0% | -13% | ? | ? | 0% | 9% | ? | -65% | 18% | .
CCOC(=O)N1CCN(S(=O)(=O)c2ccc(C)c(C(=O)NC3CCCCC3)c2)CC1 | 4% | -16% | -12% | -17% | 4% | 1% | 13% | -10% | -3% | 4%
COC(=O)C1=C(C)NC(=S)NC1c1ccc(-c2cc(Cl)ccc2Cl)o1 (stereo unspecified) | -1% | -7% | 4.5µM* | 4µM* | 2% | -7% | -2% | -19% | -4% | 6%
CCOc1ccc(NC(=O)NNC(=O)COc2ccc3ccccc3c2)cc1 | -4% | 8% | -6% | 0% | 1% | 3% | 1% | 16% | 2% | 5%
O=S1(=O)CCC(SCc2nc3sccn3c2Br)C1 (stereo unspecified) | 11% | 3% | 2% | 6% | -2% | 0% | 3% | 16% | 4% | 1%
CCN1C(=O)/C(=C/C=C2/Sc3ccccc3N2CCO)SC1=S | ? | 11% | -3% | 1% | -15% | 0% | 3% | 17% | 1% | 4%
COc1cccc(OCc2cc(/C=N/Nc3ccc(C(=O)O)cc3)ccc2OC)c1 | 7% | 4.6µM* | 7.9µM* | 0.28µM* | 6.7µM* | 18% | 3% | -16% | ? | 15%
CCC(C)NC(=O)C1c2cc(OC)c(OC)cc2C(=O)N(C)C1c1ccc(OC)cc1 (stereo unspecified) | -3% | 0% | 1% | 1% | 3% | 1% | 8% | 3% | 9% | -2%
COc1ccc(-c2cc(=Nc3ccc(C)cc3)c3ccccc3o2)cc1 | 1% | -9% | -18% | 0% | 0% | -7% | 2% | -23% | -33%[inhibitor] | -5%
CC1CCN(c2nc3ccccc3n2CC(=O)c2ccccc2)CC1 | -2% | 0% | -19% | ? | 1% | -2% | 0% | -1% | 10% | 9%
COC(CNC(=O)C1CCN(S(=O)(=O)c2ccc3nc4c(c(C(=O)O)c3c2)CC(C)CC4)CC1)OC (stereo unspecified) | 25% | -1% | -7% | -16% | 2% | 1% | 2% | -1% | 0% | 1%
O=C(CN1CCN(C2CCCCC2)CC1)c1ccc2cc[nH]c2c1 | 2% | 2% | 2% | 37% | -8% | -2% | 6% | -3% | 2% | -5%
CN1CCN(c2ncnc3scc(-c4ccccc4Cl)c23)CC1 | -4% | -17% | 1% | -32% | 2% | 0% | -18% | -45% | -1% | 4%
COc1cc(NC(=O)Cn2cnc3c(SC)nc(N)nc32)cc(OC)c1OC | . | ? | . | . | . | . | -21% | 23% | . | 9%
COc1ccc(/C=N/NC(=O)CNC(=O)c2ccc3c(c2)OCCO3)cc1OC | 13% | 1% | 4% | -6% | ? | -4% | -10% | 3% | -6% | 2%
COC(=O)C1(S(=O)(=O)C2(C(=O)OC)CCCC2)CCCC1 | -2% | 1% | 1% | -3% | 4% | -7% | -5% | 8% | 0% | .
O=C(Nc1ccc(SC(F)F)cc1)C12CCC(CC1)C2 | -2% | 6% | -1% | ? | 11µM* | 28% | ? | ? | 30% | -3%
O=C(Nc1ccc2c(c1)OCO2)c1cc(C2CC2)on1 | -12% | 2.1µM* | -8% | ? | 4.3µM* | 1.6µM* | 9% | 4.5µM* | 1.4µM* | ?
